FH mod: Identification of activators of human fumarate hydratase by quantitative high-throughput screening. Fumarate hydratase, mitochondrial (Homo sapiens), P07954. FH coupled MDH/diaphorase resazurin fluorescence, 15 min. Potency, µM (top dose mostly 79.9 µM), for the others: at the top dose activity change, negative = inhibition, actives largely listed as inhibitors. 54,000 tested, 0.22% active; further: potency means the concentration at half of the fitted maximal effect; on the % scale 0 is the no-effect control and ±100 the full control effect; the screen sought activators but most active calls are inhibition curves; nearly all actives have a fitted effect of over 45% in size
p53null 32C tox: kills p53 null cells at the permissive temperature; H1299-neo p53 null cells, ATP luminescence, 24 h, 32C; Potency, µM (titrated, usually from 46.1 µM), without a hit: top-dose activity change, negative = cytotoxicity, most hits filed as cytotoxic; 55,000 tested, 0.62% active; AID 903;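 further: potency means the concentration at half of the fitted maximal effect; 0% = DMSO only and -100% = full killing by 100 µM tamoxifen; nearly all actives have a fitted effect of over 55% in size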
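H1299-neo (p53-null) cells, 600/well, were pre-incubated overnight at 37C, then exposed to compounds at up to 46 uM for 24 hr at 32C. Viability was measured as ATP content by luminescence, and AC50 values came from Hill fits.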
B2AR arrestin ag: ADRB2 beta-arrestin recruitment; HTLA Tango cells, beta-arrestin recruitment, luciferase luminescence, 18 h; Potency, µM (highest dose often 46.1 µM), for inactives: top-dose activation, most hits filed as activators; 44,000 tested, under 10 active; AID 1347077;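 further: potency means the concentration at half of the fitted maximal effect; 0% = DMSO and full agonism = EC100 isoproterenol or metaproterenol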
Target sequence (P07550 whole entry, looked up): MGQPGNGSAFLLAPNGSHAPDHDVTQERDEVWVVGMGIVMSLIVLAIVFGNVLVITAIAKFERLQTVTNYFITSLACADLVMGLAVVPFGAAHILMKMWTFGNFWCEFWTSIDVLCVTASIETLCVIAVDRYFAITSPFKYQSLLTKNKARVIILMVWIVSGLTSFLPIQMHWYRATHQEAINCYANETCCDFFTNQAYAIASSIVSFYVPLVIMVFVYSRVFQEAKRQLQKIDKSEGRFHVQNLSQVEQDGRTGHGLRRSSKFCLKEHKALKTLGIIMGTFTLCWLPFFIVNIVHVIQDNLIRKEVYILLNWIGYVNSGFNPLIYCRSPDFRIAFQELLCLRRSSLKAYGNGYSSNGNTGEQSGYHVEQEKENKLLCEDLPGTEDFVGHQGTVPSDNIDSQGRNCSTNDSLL
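Ligand-induced beta-arrestin recruitment to recombinant beta2-AR is measured via a tTA-driven luciferase reporter in Tango cells after 18 hr compound exposure at 37 degrees C. Concentrations span up to 46 microM.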
p53null 39C kill: p53 null cell cytotoxicity, nonpermissive temperature; Potency, µM (titrated, usually from 46.1 µM), for inactives: at the highest dose activity, negative = cell killing, hits mostly cytotoxic; 55,000 tested, 0.97% active; AID 904; H1299 p53-null (neo) cells, 39C, ATPlite viability, 24 h;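 further: potency means the concentration at half of the fitted maximal effect; 0% = DMSO only and -100% = full killing by 100 µM tamoxifen; nearly all actives have a fitted effect of over 50% in size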
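Cells seeded at 600/well, 37C overnight. Compound added (up to 46 uM), plates shifted to 39C for 24 hr. ATPlite added, luminescence read after 20 min at room temperature.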
NTMT1 inhibitor: NTMT1 methyltransferase inhibition. Potency, µM (highest dose often 114 µM), without a hit: top-dose activity change, negative = inhibition, hits mostly inhibitors. NTMT1 MTase-Glo SAH luminescence, purified enzyme. AID 1645870. 59,000 tested, 2.5% active. Q9BV86;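 further: potency means the concentration at half of the fitted maximal effect; plate controls were DMSO vehicle for no effect and no enzyme for full effect; nearly all actives have a fitted effect of over 65% in size; many of its hits are not listed in these tables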
Target sequence (Q9BV86 whole entry, looked up): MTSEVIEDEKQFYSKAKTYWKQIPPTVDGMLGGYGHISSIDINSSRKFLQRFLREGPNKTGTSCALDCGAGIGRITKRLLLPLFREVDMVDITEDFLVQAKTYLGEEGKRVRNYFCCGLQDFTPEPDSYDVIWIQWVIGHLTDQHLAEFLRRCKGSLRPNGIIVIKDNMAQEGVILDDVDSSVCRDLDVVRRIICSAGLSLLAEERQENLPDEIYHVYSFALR
GALK inh: inhibits human galactokinase. recombinant GALK, Kinase-Glo ATP luminescence, 1 h. Potency, µM (doses to about 57.5 µM), for the others: at the highest dose activity, negative = inhibition, actives largely listed as inhibitors. 44,000 tested, under 10 active. AID 1347072;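 further: plate controls were full GALK reaction for no effect and reaction lacking GALK for full effect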
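Luminescent ATP-depletion readout (Kinase-Glo Plus, 10 min) after 1 h RT reaction of 5 nM GALK, 35 uM ATP, 100 uM galactose, pH 8.0 HEPES buffer. Decreased kinase activity scored as inhibition.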
TSG101-PTAP inh: TSG101-PTAP interaction inhibition, HIV-1 budding; Fluorescence polarization, FITC-PTAP peptide/Tsg101, 20 min; 44,000 tested, under 10 active; Potency, µM (top dose mostly 115 µM), for inactives: at the top dose activity change, negative = inhibition, usual class: inhibitors; further: potency means the concentration at half of the fitted maximal effect; 0% is about no effect
Target sequence (Q99816 whole entry, looked up): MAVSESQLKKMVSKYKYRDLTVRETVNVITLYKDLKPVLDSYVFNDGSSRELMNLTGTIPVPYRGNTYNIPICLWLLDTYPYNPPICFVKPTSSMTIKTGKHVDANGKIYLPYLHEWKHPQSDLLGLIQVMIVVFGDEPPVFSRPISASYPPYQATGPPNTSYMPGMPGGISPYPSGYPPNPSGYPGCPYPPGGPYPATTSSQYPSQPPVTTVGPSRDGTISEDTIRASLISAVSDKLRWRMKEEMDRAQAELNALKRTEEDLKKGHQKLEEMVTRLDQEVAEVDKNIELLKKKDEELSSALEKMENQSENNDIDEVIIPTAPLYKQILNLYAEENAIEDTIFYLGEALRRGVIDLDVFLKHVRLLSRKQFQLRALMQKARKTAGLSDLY
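Steps: Tsg101 binding domain (10 uM final) in HEPES pH 7.5/NaCl/Tween 20/EDTA/TCEP; add compound; add FITC-PTAP peptide (50 nM final); incubate 20 min r.t.; read polarization.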
An asterisk follows results filed as active; ? = inconclusive; · = no result given; [ ] = another dose, or the depositor's remark. The call rests on the fitted dose curve; in most records, active means well fitted curve in the direction sought with a large enough effect; inconclusive means small, poorly fitted or top-dose-only effect, or another doubt; inactive means no such curve, though single readings can be large; an effect the other way counts as inactive or inconclusive.

Compound	FH mod	p53null 32C tox	B2AR arrestin ag	p53null 39C kill	NTMT1 inhibitor	GALK inh	TSG101-PTAP inh
O=C(NCc1ccccn1)c1nn(-c2ccccc2Cl)nc1CO	-1%	-3%	-2%	-26%	6%	-5%	0%
Cc1ccccc1OCc1ccc(-c2nc(C#N)c(NCCCN(C)C)o2)o1	-2%	9%	-5%	-24%	-16%	-1%	-7%
Cc1ccc(N2CC(C(=O)NCCS(=O)(=O)N3CCN(c4ccc(F)cc4)CC3)CC2=O)cc1 (stereo not drawn)	5%	-2%	-1%	-6%	8%	0%	-4%
CCOC(=O)C1CCN(S(=O)(=O)c2cc(-c3onc(C)c3C)ccc2C)CC1	-14%	4%	-1%	-11%	2%	1%	-1%
CN(C)c1ccc(CNC(=O)C2CCCN(S(=O)(=O)c3ccc4c(ccn4C)c3)C2)cc1 (stereo not drawn)	-14%	2%	3%	?	-20%	-1%	1%
CCCCCOC(=O)c1ccc(OC(=O)c2sc3ncn(Cc4cccc(F)c4)c(=O)c3c2C)cc1	-18%	5%	-1%	21%	2%	-2%	0%
O=C(CSc1nnc(NC(=O)Nc2ccccc2)s1)Nc1cccc(F)c1	0%	?	-3%	15%	6%	-2%	-3%
COc1ccccc1CCNC(=O)C(=O)NCC(c1cccs1)S(=O)(=O)c1ccccc1 (stereo not drawn)	-15%	3%	-1%	85%[activator]	?	0%	-4%
O=C(Nc1ccc2oc(-c3ccccc3F)nc2c1)c1ccccc1Cl	-38%	-7%	8%	?	-4%	0%	1%
CCC(=O)Nc1ccc(C)cc1-c1nc2ccccc2n(CC(=O)Nc2ccccc2Cl)c1=O	0%	-12%	-3%	10%	-1%	1%	-6%
COc1ccc(Nc2ncnc3onc(C)c23)c(OC)c1	-4%	0%	0%	8%	1%	0%	0%
CCNc1nc(OC)nc(Oc2ccc(=O)[nH]n2)n1	2%	12%	1%	-7%	-3%	-15%	0%
COC(=O)c1sc2cccc(F)c2c1S(=O)(=O)N1CCN(c2cccc(C)c2)C(C)C1 (stereo not drawn)	-26%	2%	0%	-2%	-8%	1%	-3%
CCOc1ccc(C(=O)Nc2c(C(=O)N3CCN(c4ccccc4F)CC3)oc3ccccc23)cc1	2%	16%	-1%	-4%	-4%	1%	-2%
CCC(=O)N1CCc2cc(CNC(=O)Nc3cc(C)ccc3C)ccc21	-2%	-1%	0%	-6%	17%	1%	2%
COC(=O)c1ccc(NC(=O)CN(Cc2ccccc2)S(=O)(=O)c2ccc(Cl)cc2)cc1	·	22%	1%	20%	·	-2%	-2%
Cc1cccc(N2CCN(C(=O)CN3C(=O)COc4ccc(S(=O)(=O)N5CCCC5)cc43)CC2C)c1 (stereo not drawn)	-2%	2%	-2%	-9%	-5%	-3%	0%
Cc1cccn2c(=O)c(C(=O)NCc3ccc(F)cc3)c(O)nc12	-18%	3%	0%	-27%	-3%	5%	2%
CCN(CCCNC(=O)CSc1cc(=O)n(C)c2ccccc12)c1ccccc1	-27%	3%	0%	6%	?	7%	-1%
CCOc1ccc(Sc2cc(C(=O)NC(C)CC)c3ccccc3n2)cc1 (stereo not drawn)	7%	0%	1%	-1%	13%	-1%	-1%
CCN(CC)S(=O)(=O)c1ccc2c(c1)c(=O)c(C(=O)N1CCN(c3cc(C)ccc3C)CC1)cn2C	-21%	36%[activator]	0%	4%	-9%	9%	-6%
CC(C)CCNC(=O)c1ccc(Cn2c(SCC(N)=O)nc3ccccc3c2=O)cc1	2%	0%	-1%	4%	?	-3%	1%
Cc1cc2oc(C(=O)Nc3ccc(S(=O)(=O)Nc4onc(C)c4C)cc3)cc(=O)c2cc1C	-17%	0%	0%	11%	?	-2%	-4%
Cc1ccc(C(=O)Nc2nnc(S(=O)(=O)N3c4ccccc4CC3C)s2)cc1 (stereo not drawn)	-13%	5%	1%	-22%	12%	-8%	1%
CC1CCN(C(=O)c2c(NC(=O)c3ccccc3F)sc3c2CCC(C(C)(C)C)C3)CC1 (stereo not drawn)	-16%	-9%	0%	7%	-8%	2%	0%
COc1ccc2cc(C(=O)NCc3ccc4c(c3)CCN4C(=O)c3ccc(C)cc3)[nH]c2c1	-25%	9%	-2%	9%	18%	2%	-2%
CCc1ccccc1NC(=O)Cn1c(=O)n(CCCS(=O)(=O)C2CCCCC2)c(=O)c2ccccc21	-3%	-2%	0%	-3%	?	1%	-2%
COc1ccc(-c2nc3scc(CCNC(=O)Cc4ccc(F)cc4)n3n2)cc1	-6%	-10%	-1%	-10%	0%	1%	-4%
CN1CCN(C(=O)c2ccc3c(c2)N(Cc2cccc(Cl)c2)C(=O)c2ccccc2S3(=O)=O)CC1	-4%	2%	1%	16%	16%	1%	-6%
O=C(CCn1c(=O)c2cccn2c2cccnc21)N1CCN(c2ccccc2F)CC1	11%	6%	1%	9%	12%	?	-9%
CCOC(=O)c1cccc(NC(=O)COc2ccc3c(C)cc(=O)oc3c2)c1	3%	2%	0%	9%	-4%	-18%	0%
CCn1c(=N)c(C(=O)NC2CCCC2)cc2c(=O)n3cc(C)ccc3nc21	-3%	-5%	-2%	-4%	0%	1%	-1%
COc1ccc(N(CC(=O)NCc2ccccc2Cl)S(=O)(=O)c2c(C)[nH]c(=O)[nH]c2=O)cc1	5%	-6%	-1%	-14%	8%	8%	-6%
Cc1nc2sc(C(=O)NCc3ccc(Cl)cc3)c(NC(=O)c3ccccc3)c2c(C)c1C	-3%	?	1%	?	12%	-1%	-10%
Cc1ccc(S(=O)(=O)N2CCN(C(=O)c3cc(-c4ccc(Br)cc4)n[nH]3)CC2)c(C)c1	-3%	0%	-1%	-11%	15%	0%	-3%
COc1cccc(OC)c1C(=O)NCCc1csc(-c2ccc(Cl)cc2)n1	-26%	-5%	0%	-5%	-2%	4%	-3%
COc1ccc(NC(=O)C2=CC(c3ccc4c(c3)OCO4)=NS(=O)(=O)N2C)cc1OC	-18%	-1%	-1%	5%	1%	-11%	4%
CC(=O)Nc1nnc(SCc2cc(=O)c3cc(C)ccc3[nH]2)s1	-4%	-1%	-1%	12%	-17%	1%	-4%
CCc1cccc(NC(=O)C(CC)n2nc(C)c3sc4ccccc4c3c2=O)c1 (stereo not drawn)	-2%	-10%	-1%	17%	-3%	0%	-6%
O=C(CSc1nnc(-c2ccccc2Br)n1-c1ccccc1)c1ccc(F)cc1	-16%	32%[activator]	1%	38%[activator]	-18%	-1%	-4%
CCn1cc(C(=O)N2CCN(c3ccc(OC)cc3)CC2)c(=O)c2cc(S(=O)(=O)N(C)C3CCCCC3)ccc21	-28%	6%	-2%	?	-20%	9%	1%
O=C(CSc1nc(=O)[nH]c2c1CCCC2)Nc1cc(C(F)(F)F)ccc1Cl	-15%	-1%	0%	19%	-7%	-2%	-4%
CCOc1ccc(-n2c(Cc3ccccc3)nnc2SCc2nc(-c3ccccc3C)no2)cc1	-18%	15%	0%	43%[activator]	0%	0%	3%
COc1ccc(-c2ccc(=O)n(CC(=O)Nc3ccc(N(C)C)cc3)n2)cc1	-7%	-13%	-1%	12%	?	2%	0%
COc1ccc(N(CC(C)C)S(=O)(=O)c2nnc(NC(=O)c3cccs3)s2)cc1	3%	-2%	0%	?	34%[activator]	1%	-3%
COc1ccc(CCN2CC(C(=O)NCCc3ccccc3)CC2=O)cc1OC (stereo not drawn)	-16%	-4%	1%	33%	0%	4%	-6%
Cc1ccc(C)c(NC(=O)CSc2nc(-c3ccccc3)c(C#N)c(=O)[nH]2)c1	-10%	2%	-2%	19%	23%	?	-16%
CCn1cc2nc(SCc3cc(C)ccc3C)n(Cc3ccc(C)cc3)c(=O)c2n1	-14%	-9%	0%	-10%	8%	3%	-3%

Single records, as listed above. Order of screens: FH mod | p53null 32C tox | B2AR arrestin ag | p53null 39C kill | NTMT1 inhibitor | GALK inh | TSG101-PTAP inh
`COc1ccc(-c2ccc(=O)n(CC(=O)Nc3ccc(N(C)C)cc3)n2)cc1` in the list: -7% | -13% | -1% | 12% | ? | 2% | 0%
`CCn1cc2nc(SCc3cc(C)ccc3C)n(Cc3ccc(C)cc3)c(=O)c2n1` in the list: -14% | -9% | 0% | -10% | 8% | 3% | -3%
`Cc1ccc(C)c(NC(=O)CSc2nc(-c3ccccc3)c(C#N)c(=O)[nH]2)c1` in the list: -10% | 2% | -2% | 19% | 23% | ? | -16%

More entries follow.
Compound	FH mod	p53null 32C tox	B2AR arrestin ag	p53null 39C kill	NTMT1 inhibitor	GALK inh	TSG101-PTAP inh
CCN1c2ccccc2-c2nc(SCC(=O)Nc3ccc(C)c(Cl)c3)ncc2S1(=O)=O	-13%	8%	0%	-8%	-3%	0%	-3%
N=c1n(CCN2CCCCC2)c2ccccc2n1CC(O)COc1ccccc1 (stereo not drawn)	-25%	3%	0%	-7%	1%	?	-1%
Cc1ccc(CN2COc3ccc4c(-c5ccccc5)cc(=O)oc4c3C2)cc1	-4%	4%	1%	5%	-1%	9%	-5%
CN(C(=O)CSc1nnc(NC(=O)Nc2ccccc2)s1)c1ccccc1	-7%	21%	-4%	19%	8%	0%	1%
CC(=O)N1c2c(cc(Br)cc2S(=O)(=O)N2CCN(c3cccc(Cl)c3)CC2)CC1C (stereo not drawn)	-16%	1%	0%	-6%	-1%	0%	-2%
Cc1ccccc1OCC(=O)Nc1nnc(SCc2cc(=O)n3cccc(C)c3n2)s1	10%	-5%	0%	?	19%	1%	-1%
COc1cccc(-c2nc3c(c(C)nn3-c3ccccc3)c3cc(OC)c(OC)cc23)c1	·	5%	1%	-9%	·	-2%	-5%
O=C(CC(c1cccs1)N1Cc2ccccc2C1=O)Nc1ccc(F)cc1F (stereo not drawn)	2%	0%	-1%	9%	3%	2%	5%
CCOC(=O)c1c(C)[nH]c(CCC(=O)NCCCN2CCN(c3ccc(F)cc3)CC2)c1C	-5%	-10%	0%	-10%	-1%	2%	0%
CCCOc1ccc(C2=NC(c3ccncc3)=Nc3ccc(C)cc3N2)cc1	-23%	-4%	1%	-5%	3%	-12%	-6%
Cc1cc(NC(=O)CN(c2cccc(C)c2C)S(=O)(=O)c2ccccc2)ccc1Br	-21%	11%	-2%	28%	-12%	4%	-2%
Cc1csc2nc(-c3cccc(NC(=O)c4ccc(S(N)(=O)=O)cc4)c3)cn12	-5%	?	0%	-32%	?	-2%	-15%
Cc1oc(-c2ccccc2)nc1CNS(=O)(=O)c1ccc(Cl)cc1	-8%	0%	0%	-6%	6%	0%	-1%
COc1ccc(OC)c(-c2noc(N3CCN(c4cc(Cl)ccc4C)CC3)n2)c1	-17%	3%	2%	-8%	14%	-3%	0%
Cc1ccc(Cl)cc1N1CCN(C(=O)c2ccc(NC(=O)c3nsc4ccccc34)cc2)CC1	-11%	-5%	0%	-8%	-4%	1%	-3%

Bioassay records from PubChem BioAssay.

Some of the compounds tested; the hit share may differ from the screen's.
